Bioassay records from PubChem.
KAT2A inh: qHTS Assay for Inhibitors of GCN5L2. Histone acetyltransferase KAT2A (Homo sapiens), Q92830. GCN5L2 HAT assay, ThioGlo1 CoA-SH fluorescence. Potency, µM (highest dose often 58.9 µM), inactives show at the highest dose activity change, negative = inhibition, hits mostly inhibitors. actives 0.21% (n = 390,000). AID 504327, 2011
Target sequence (Q92830 whole entry, looked up): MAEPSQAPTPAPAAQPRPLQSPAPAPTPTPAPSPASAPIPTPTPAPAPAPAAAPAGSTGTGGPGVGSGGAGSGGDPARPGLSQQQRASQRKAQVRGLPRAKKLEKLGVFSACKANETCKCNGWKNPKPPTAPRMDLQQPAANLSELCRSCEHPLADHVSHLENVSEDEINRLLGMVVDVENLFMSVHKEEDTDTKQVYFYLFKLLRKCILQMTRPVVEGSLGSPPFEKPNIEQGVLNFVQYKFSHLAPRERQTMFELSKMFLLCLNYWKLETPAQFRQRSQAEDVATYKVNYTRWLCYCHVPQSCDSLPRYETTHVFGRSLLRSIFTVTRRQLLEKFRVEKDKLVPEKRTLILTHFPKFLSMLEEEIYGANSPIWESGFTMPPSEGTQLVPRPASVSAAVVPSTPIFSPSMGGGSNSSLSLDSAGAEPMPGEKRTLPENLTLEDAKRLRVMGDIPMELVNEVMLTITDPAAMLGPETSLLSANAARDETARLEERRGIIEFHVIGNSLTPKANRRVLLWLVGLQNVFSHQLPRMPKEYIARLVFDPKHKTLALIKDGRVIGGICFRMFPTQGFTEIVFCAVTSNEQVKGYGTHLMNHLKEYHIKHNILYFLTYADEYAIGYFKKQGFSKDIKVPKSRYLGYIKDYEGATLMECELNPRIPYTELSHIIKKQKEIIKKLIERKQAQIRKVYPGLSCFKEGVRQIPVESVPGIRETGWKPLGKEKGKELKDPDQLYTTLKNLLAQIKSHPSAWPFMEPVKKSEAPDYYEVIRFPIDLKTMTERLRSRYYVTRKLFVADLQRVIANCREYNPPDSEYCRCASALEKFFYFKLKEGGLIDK
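Fluorescence readout, Ex340nm/Em540nm: ThioGlo1 (50uM final) reacts with free CoA thiol released as 20nM GCN5L2 acetylates H3(1-25) peptide (75uM) using acetyl-CoA (70uM). Compound and enzyme sat 15 min beforehand; 20 min room-temperature reaction.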
DT40 TDP1 CPT: qHTS for Inhibitors of human tyrosyl-DNA phosphodiesterase 1 (TDP1): qHTS in cells in presence of CPT; chicken DT40 Tdp1-/-;hTDP1 cells + 20 nM CPT, ATP luminescence, 48 h; Potency, µM (doses to about 46.2 µM), for the others: top-dose activity change, negative = growth inhibition, actives largely listed as inhibitors; actives 12% (n = 420,000); AID 686979, 2013; further: nearly all actives have a fitted effect of over 55% in size
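Chicken DT40 Tdp1-/- cells complemented with human TDP1, 400 cells/well, exposed to compounds plus 20 nM camptothecin for at least 48 h at 37 C; viability read as ATP content by CellTiter-Glo luminescence.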
TDP1 cell noCPT: qHTS for Inhibitors of human tyrosyl-DNA phosphodiesterase 1 (TDP1): qHTS in cells in absence of CPT | Potency, µM (top dose mostly 46.2 µM), inactives show top-dose activity change, negative = growth inhibition, most hits filed as inhibitors | DT40 Tdp1-/- hTDP1 cells, no CPT, ATP luminescence, 48 h | actives 15% (n = 420,000); further: nearly all actives have a fitted effect of over 55% in size
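Chicken DT40 Tdp1-/- cells complemented with human TDP1, screened without camptothecin (DMSO vehicle only), 400 cells/well. Compounds pin-transferred, cells incubated at 37 °C for at least 48 hr. Growth read as ATP-dependent luminescence (CellTiter-Glo, 30 min at RT).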
An asterisk follows results filed as active; ? = inconclusive; . = no result given; & = joins results of further samples; [ ] = dose if it differs, or a comment. The call rests on the fitted dose curve; in most records, active means well fitted curve in the direction sought with a large enough effect; inconclusive means small, poorly fitted or top-dose-only effect, or another doubt; inactive means no such curve, though single readings can be large; an effect the other way counts as inactive or inconclusive. On the % scale 0 is the no-effect control and ±100 the full control effect; potency means the concentration at half of the fitted maximal effect. The list is partial; rates above refer to the full screens.

SMILES	KAT2A inh	DT40 TDP1 CPT	TDP1 cell noCPT
COC(=O)[C@@H]1C[C@@]1(C)[C@@H](NP(=O)(c1ccccc1)c1ccccc1)c1ccccc1	-1%	?	21µM*
Cc1ccccc1OP(=O)(Oc1ccccc1C)N1CCOCC1	.	?	?
CCCCCCn1c(O)c(C=Nc2ccccc2N2CCOCC2)c(=O)[nH]c1=S	-3%	?	15µM*
O=C(O)c1cc2ccccc2oc1=O	?	-4%	-29%
Clc1ccccc1CNC1CN2CCC1CC2 (stereo not drawn)	-3%	?	-8%
COc1ccc(-n2c(Cc3ccccc3)nc3ccccc3c2=O)cc1	-1%	-46%	?
COC(=O)C1=C(c2cccc(C#N)c2)C[C@@H]2CC[C@H]1N2C(=O)NCc1cc(C)oc1C(F)(F)F	-1%	?	?
CC1(C)COC(Nc2ccc(Cl)cc2)=N1	2%	-16%	-21%
Cc1ccc(/C=C2\C(=O)NC(=S)N(c3ccc(F)cc3)C2=O)s1	-24%	2.9µM*	5.8µM*
Cc1ccccc1NC(=O)COC(=O)c1cc(C)n(C2CC2)c1C	-6%	?	?
CC1(C)OC1COc1c2occc2cc2ccc(=O)oc12 (stereo not drawn)	-3%	?	?
CC(=O)Nc1cc(C(=O)N2CCC3(CC2)OCCO3)ccc1S(=O)(=O)c1ccc(C)cc1	?	1%	-8%
Cc1[nH]c2ccccc2c1CN(C)C	0%	?	?
c1cnc2c(c1)ccc1ncccc12	-2%	-17%	-11%
CN(CCS(=O)(=O)c1ccc(Cl)cc1)Cc1cccnc1	4%	-30%	?
CN(C)C(=O)Oc1ccc(OCc2nc3ccccc3[nH]2)cc1	-1%	9.2µM*	10µM*
CN(Cc1ccc(OC(F)F)cc1)C(=O)c1ccccc1Sc1ccccc1C#N	.	?	?
Brc1ccc2c(c1)-n1nncc1CN(CC1CCCCC1)C2	.	-19%	-27%
O=C1NC(=O)N(c2ccc(Cl)cc2)C(=O)/C1=C\c1ccc(Sc2nc3ccccc3[nH]2)o1	?	16µM*	?
Cc1c(C(=O)Nc2ccccc2Cl)oc2ccc(S(=O)(=O)N3CCCCC3)cc12	3%	21µM*	16µM*
CCCCC(=O)N/N=C/c1c(O)n(-c2ccccc2)c(=O)[nH]c1=O	-5%	16%	-10%
Cc1cc(N(CCCl)CCCl)ccc1C=NNC(=O)c1cccnc1	.	10µM*	?
COc1ccccc1OCCCn1cc(C(C)=O)c2ccccc21	-1%	?	18µM*
CCOP(=O)(OCC)C(NC(=O)c1ccccc1)=C(Cl)Cl	27%	-28%	-3%
COc1ccc(NC(=O)N2CCC3(CC2)OCCO3)cc1	1%	?	-1%
Cc1ccccc1S(=O)(=O)N(C)C[C@@H]1OCc2ccccc2-c2c(n(C)c3ccccc23)C(=O)N([C@H](C)CO)C[C@@H]1C	.	16µM*	21µM*
C=CCc1cc(C=C2C(=O)N(C)C(=O)N(C)C2=O)cc(OCC)c1OCc1ccccc1	-12%	?	?
O=[N+]([O-])c1ccc(N2CCCC2)cc1N/N=C1\CN2CCC1CC2	-4%	?	21µM*
O=C1NC(=O)C(CCc2ccncc2)(CCc2ccccn2)C(=O)N1c1ccc(Br)cc1 (stereo not drawn)	-8%	10µM*	9.2µM*
N#Cc1cccc(NC(=O)CSc2nc3c(cc2C#N)N2CCC3CC2)c1	2%	?	16µM*
COc1ccc(NS(=O)(=O)c2ccc(OCC(=O)N3CCN(C)CC3)cc2)cc1Cl	-1%	-25%	-8%
CCOc1ccc(S(=O)(=O)N(CC(=O)NCc2ccccc2OC)c2ccccc2)cc1	-9%	15µM*	16µM*
COCCCN=Cc1c(O)[nH]c(=S)[nH]c1=O	-1%	1%	-9%
O=c1[nH]c(=O)n(CCc2ccccc2)c(O)c1C=NC1CC1	1%	2%	-7%
C[C@@H](Cc1ccc(OCC(=O)O)cc1)NC[C@H](O)c1cccc(Cl)c1	-5%	1%	-15%
COc1ccc(C(=O)C2CCCN(Cc3ccc(F)cc3F)C2)cc1F (stereo not drawn)	2%	?	?
Cc1ccc(C)c(NS(=O)(=O)c2ccc(OCC(=O)NCc3cccnc3)cc2)c1	1%	?	-12%
CC(=O)C1CCC2C3CCC4CC(O)CCC4(C)C3C(O)CC12C (stereo not drawn)	.	-11%	?
CN1C(C(=O)N2CCC3(CC2)OCCO3)=CC(c2ccc(F)cc2)=NS1(=O)=O	0%	-6%	-17%
Clc1cccc(N2Cc3ccccc3-n3nncc3C2)c1	.	?	?
O=c1c2ccccc2nc(Cc2ccccc2)n1-c1ccccc1	-3%	?	15µM*
CCN1C[C@]2(COC)C(O)C[C@H](OC)[C@@]34C5C[C@]6(O)C(OC)C(O)[C@](OC(C)=O)(C5C6OC(=O)c5ccccc5)C(C(OC)C23)C14 (stereo partly drawn)	8%	-8%	3%
Cc1ccc(-n2c(C)nc3ccccc3c2=O)c(C)c1	1%	?	16µM*
CCOC(=O)c1nsnc1NCCCl	-1%	-3%	-4%
O=C(CCc1nnc2ccc(NCc3ccccc3Cl)nn12)N1CCC2(CC1)OCCO2	1%	0%	-3%
Nc1ccnn1C1CCNCC1	-6%	-21%	-8%
C[N+](C)(C)CCOC(=O)CBr	-3%&4%&8%	-15%&-1%	0%&-3%
COc1ccc(N=Cc2c(O)n(C)c(=O)[nH]c2=O)cc1	-3%	1%	13%

Compounds shown so far that have four or more nitrogen atoms (11):
SMILES	KAT2A inh	DT40 TDP1 CPT	TDP1 cell noCPT
CCCCCCn1c(O)c(C=Nc2ccccc2N2CCOCC2)c(=O)[nH]c1=S	-3%	?	15µM*
Brc1ccc2c(c1)-n1nncc1CN(CC1CCCCC1)C2	.	-19%	-27%
O=C1NC(=O)N(c2ccc(Cl)cc2)C(=O)/C1=C\c1ccc(Sc2nc3ccccc3[nH]2)o1	?	16µM*	?
CCCCC(=O)N/N=C/c1c(O)n(-c2ccccc2)c(=O)[nH]c1=O	-5%	16%	-10%
Cc1cc(N(CCCl)CCCl)ccc1C=NNC(=O)c1cccnc1	.	10µM*	?
O=[N+]([O-])c1ccc(N2CCCC2)cc1N/N=C1\CN2CCC1CC2	-4%	?	21µM*
O=C1NC(=O)C(CCc2ccncc2)(CCc2ccccn2)C(=O)N1c1ccc(Br)cc1 (stereo not drawn)	-8%	10µM*	9.2µM*
N#Cc1cccc(NC(=O)CSc2nc3c(cc2C#N)N2CCC3CC2)c1	2%	?	16µM*
Clc1cccc(N2Cc3ccccc3-n3nncc3C2)c1	.	?	?
O=C(CCc1nnc2ccc(NCc3ccccc3Cl)nn12)N1CCC2(CC1)OCCO2	1%	0%	-3%
Nc1ccnn1C1CCNCC1	-6%	-21%	-8%

Next part.
SMILES	KAT2A inh	DT40 TDP1 CPT	TDP1 cell noCPT
C[C@H]1CC[C@]2(NC1)O[C@H]1C[C@H]3[C@@H]4CC[C@H]5C[C@@H](O)CC[C@]5(C)[C@H]4CC[C@]3(C)[C@H]1[C@@H]2C	.	-3%	?
CC(Cc1ccccc1)N(C)CC1C(=O)C2CCC1C2 (stereo not drawn)	.	?	-23%
CCOc1cc2c(cc1OCC)-n1cccc1C(c1ccc(OC(F)F)cc1)NC2 (stereo not drawn)	-18%	?	18µM*
COc1cc(C[C@H](C)N)c(OC)cc1Br	.	-28%[92.5 µM]	?
CC(C)CCNC(=O)c1cc(C(=O)c2cc(Br)ccc2O)cn(CCC(C)C)c1=O	-6%	?	?
Clc1ccc2c(c1)C(c1ccccc1Cl)=NCc1nnc(N3CCN(CCOc4ccccc4)CC3)n1-2	-5%	21µM*	16µM*
O=c1[nH]c(=S)n(-c2ccccc2)c(O)c1/C=N/N1CCOCC1	-5%	-4%	20%
O=c1c2ccccc2nc(Cc2ccccc2)n1-c1cccc(O)c1	10%	15µM*	21µM*
CCCCn1c(N)c(C(=O)NCc2cccs2)c2nc3ccccc3nc21	-14%	-18%	?
CCCCCCC(=O)N/N=C/c1c(O)n(C(C)CC)c(=S)[nH]c1=O (stereo not drawn)	-1%	13µM*	9.2µM*
C[C@H]1COc2cc(N3CCN(C)CC3)ccc2S(=O)(=O)N1	.	1%	-13%
O=[N+]([O-])c1ccc(C2[C@H]3C(c4ccccc4)=NC4(CCCCC4)N23)cc1 (stereo partly drawn)	43%[activator]	?	-20%

Some of the entries so far, with two lines to a compound:
Values run as follows: KAT2A inh, DT40 TDP1 CPT, TDP1 cell noCPT
COc1ccc(-n2c(Cc3ccccc3)nc3ccccc3c2=O)cc1
    -1%, -46%, ?
COC(=O)C1=C(c2cccc(C#N)c2)C[C@@H]2CC[C@H]1N2C(=O)NCc1cc(C)oc1C(F)(F)F
    -1%, ?, ?

Next part:
SMILES	KAT2A inh	DT40 TDP1 CPT	TDP1 cell noCPT
O=C(NC1CN2CCC1CC2)c1ccc(-c2ccc([N+](=O)[O-])cc2)o1 (stereo not drawn)	-5%	?	?
CCS(=O)(=O)NCc1nnc2n1-c1ccc(Br)cc1C(c1ccccc1Cl)=NC2	.	-2%	-11%
NC1CCc2cc(O)c(O)cc2C1 (stereo not drawn)	-14%&-17%	21µM*	13µM*
COC(=O)[C@@]12CCCCN1[C@H](c1ccc(-c3ccc(Cl)c(Cl)c3)c(OC)c1)[C@@H]1C(=O)N(C)C(=O)[C@@H]12	.	12µM*	10µM*
CC1CN=C(NCc2ccc(F)cc2)S1 (stereo not drawn)	3%	0%	13%
CCCCN=C[C@]12CCC(O)CC1(O)CCC1[C@@H]2CC[C@]2(C)[C@H](C3C=CC(=O)O3)CCC12O (stereo partly drawn)	-9%	?	16µM*
CCCC12CN3CCN(C1)CC(CCC)(C3)C2=O	-8%	7%	5%
C=CCSc1nc2c(c(-c3ccsc3)c1C#N)CN(C)CC2	0%	?	18µM*
CCOc1nc(NC(C)C)nc(N2CC3CC(C2)c2cccc(=O)n2C3)n1 (stereo not drawn)	-1%	18µM*	?
CC(C)[C@]12O[C@H]1[C@@H]1O[C@]13[C@]1(O[C@H]1C[C@H]1C4=C(CC[C@@]13C)C(=O)OC4)[C@@H]2O	-6%&2%	0.12µM*	0.15µM*
COc1ccc(-n2c(O)c(C(C)=NCc3ccc4c(c3)OCO4)c(=O)[nH]c2=O)cc1	-22%	1%	9%
CCN(CC)C(=O)Oc1ccc2cc(Br)ccc2c1	-5%	-30%	?
Cc1ncc(CO)c2c1Oc1nc(-c3ccccc3Cl)nc(SCc3ccccc3F)c1C2	-7%	15µM*	15µM*
Cc1cccc(-n2c(O)c(C=NCCN3CCCCC3)c(=O)[nH]c2=O)c1	-4%	1%	-5%
C#CCN1CCN(c2cccc(C(F)(F)F)c2)CC1	0%	7%	-3%
Cc1ccc(-c2nc3ccccc3c(=O)n2-c2cccc(O)c2)cc1	-6%	2.3µM*	8.2µM*
NC(=O)Nc1cccc(C(F)(F)F)c1	-3%	-6%	-2%
COC(=O)C1=C(c2ccc(-c3ccccc3)c(F)c2)C[C@@H]2CC[C@H]1N2C(=O)NCc1cccc2ccccc12	-6%	23µM*	23µM*
CN=C1CN(O)C(c2ccccc2)c2cc(Cl)ccc2N1 (stereo not drawn)	.	-5%	?
CC1=C(/C=C/c2ccccc2)CCN(C)C1	-1%	-17%	-5%
COC(=O)C1=C(C)n2nnnc2NC1c1ccc(Cl)cc1 (stereo not drawn)	5%	?	-27%
COc1cccc(O)c1CN1CCCC(C(=O)c2ccccc2SC)C1 (stereo not drawn)	-18%	16µM*	18µM*
CC/C(=N\NC(=O)c1ccccc1O)c1c(O)n(Cc2ccccc2)c(=O)[nH]c1=O	-6%	-28%	23%
c1cc2c(cc1[C@H]1OC[C@H]3[C@@H]1CO[C@H]3c1ccc3c(c1)OCO3)OCO2	-12%	?	?
O=[N+]([O-])c1[nH]cnc1Br	.	10%	-16%
CN(c1ccc(OCC(=O)N2CCN(C/C=C/c3ccccc3)CC2)cc1)S(=O)(=O)c1cccs1	-14%	13µM*	5.8µM*
C=Cc1cc(OC)c2c(c1)c(=O)oc1c2cc(OC)c2c(O)ccc(C3OC(C)C(O)C(C)(O)C3O)c21 (stereo not drawn)	.	0.16µM*	0.21µM*
C=C1[C@@H](C)[C@H]2[C@H](Cc3ccccc3)NC(=O)[C@]23[C@H](OC(C)=O)/C=C/[C@](C)(O)C(=O)[C@@H](C)C/C=C/[C@H]3[C@@H]1O	48%&-3%[activator]	0.18µM*	0.14µM*
CCOc1ccc(S(=O)(=O)N(C)c2ccc(OCC(=O)N3c4ccc(C)cc4C4CN(C)CCC43)cc2)cc1 (stereo not drawn)	-5%	?	?
CN(C)CCCOc1nn(Cc2ccccc2)c2ccccc12	-1%	?	23µM*
COC(=O)C1=C(c2ccc(C(C)=O)cc2)C[C@@H]2CC[C@H]1N2C(=O)NCCO	-4%	6%	0%
CCOC(=O)c1nc2ccccc2c(=O)n1-c1ccc(C)cc1	-5%	?	?
